# Tb PFK inh: T. brucei PFK enzyme inhibition | 330,000 tested, 0.17% active | Potency, µM (top dose mostly 57.5 µM), for the others: at the highest dose activity, negative = inhibition, most hits filed as inhibitors | T. brucei PFK, ADP-Glo luminescence | O15648;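 note: potency is the fitted concentration of half-maximal effect; 0% = uninhibited 1x PFK enzyme wells and -100% = no-enzyme wells; nearly all actives have a fitted effect of over 60% in size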
#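 Luminescent ADP detection (ADP-Glo, two-step: ATP depletion then ADP-to-ATP conversion for luciferase) reported PFK activity after 45 min room-temperature reaction of 1.25 nM enzyme with 0.5 mM F6P and 0.1 mM ATP at pH 8.0.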
# BCR signal inh: blocks chronic active B-cell receptor signaling | 340,000 tested, 0.05% active | AID 493014 | Potency, µM (series often up to 46.1 µM), inactives show at the top dose ratio change, negative = lower green/red ratio, usual class: inhibitors | ABC-DLBCL IkBa-CBG/CBR reporter, luminescence ratio, 4 h; active = well fitted inhibition curve with a large enough effect in the signal ratio, with a control signal flat, not every such curve was filed as active; inconclusive = small, poorly fitted or top-dose-only effect, or effect the other way, or a change in a side signal; the % refers to the signal ratio;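 note: potency is the fitted concentration of half-maximal effect; plate controls were basal doxycycline-induced cells for no effect and cells given 10 µM MG132 for full effect; MG132 reads +100%, hits lower the ratio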
#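 TMD8 ABC-DLBCL cells carrying doxycycline-inducible green luciferase fused to IkappaBalpha plus unfused red luciferase were exposed to compounds (up to 46 uM) for 4 hrs at 37C. Activity came from the overlap-corrected green/red luminescence ratio.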
# ELG1 DNA repair: ELG1-dependent DNA repair inhibition; HEK293T ELG1-luciferase reporter, luminescence, 16 h; DNA damage induced by 5-fluorouridine; Potency, µM (series often up to 46.1 µM), inactives show at the top dose activity change, negative = inhibition, hits mostly inhibitors; 330,000 tested, 2.3% active; note: potency is the fitted concentration of half-maximal effect; % is set by controls: 0 for no effect and ±100 for the full control effect; nearly all actives have a fitted effect of over 55% in size
#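 HEK293T cells expressing luciferase-tagged ELG1 (2,000/well) received 5-Fluorouridine plus compound or DMSO for 16 hr at 37 °C. Luciferase was read by ONE-Glo luminescence after 30 min at room temperature.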
# TCR act: activators of T cell receptors | primary human leukocytes, anti-CD3, IL-2 HTRF, 48 h | Potency, µM (titrated, usually from 9.22 µM), without a hit: at the highest dose activation of IL-2 secretion, hits mostly activators | 330,000 tested, under 10 active; note: % of control where 0% means no effect
#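 Compounds are tested in HTS on primary human leukocytes co-incubated with a-CD3 beads for 48 hr. IL-2 output is measured by time-resolved FRET.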
# TSG101-PTAP inh: blocks PTAP/TSG101 interaction to inhibit HIV-1 budding; Fluorescence polarization, FITC-PTAP peptide / Tsg101 binding; Potency, µM (highest dose often 115 µM), inactives show top-dose activity change, negative = inhibition, hits mostly inhibitors; Q99816; 340,000 tested, under 10 active; active = well fitted inhibition curve with a large enough effect in the main read-out, with a control signal flat, not every such curve was filed as active; inconclusive = small, poorly fitted or top-dose-only effect, or effect the other way, or a change in a side signal; inactive = no such curve, though single readings can be large or run the other way; note: potency is the fitted concentration of half-maximal effect; % of control where 0% means no effect
# Target sequence (Q99816 whole entry, looked up): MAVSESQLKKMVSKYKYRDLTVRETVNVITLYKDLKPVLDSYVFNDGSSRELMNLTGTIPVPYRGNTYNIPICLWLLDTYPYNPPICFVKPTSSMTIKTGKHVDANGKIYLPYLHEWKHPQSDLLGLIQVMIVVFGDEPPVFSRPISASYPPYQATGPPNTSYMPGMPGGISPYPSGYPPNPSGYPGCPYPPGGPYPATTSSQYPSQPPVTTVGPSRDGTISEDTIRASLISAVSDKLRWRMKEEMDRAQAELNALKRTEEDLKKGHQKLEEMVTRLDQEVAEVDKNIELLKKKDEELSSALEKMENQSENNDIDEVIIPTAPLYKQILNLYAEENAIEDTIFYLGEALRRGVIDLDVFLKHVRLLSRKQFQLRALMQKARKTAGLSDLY
#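 Steps: Tsg101 binding domain dispensed (10 uM final), compounds pinned in DMSO, FITC-labeled PTAP-motif peptide added (50 nM final); after 20 min binding at room temperature, polarization measured.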
# Integrin act MD: integrin-mediated muscular dystrophy alleviation activation; alpha7betagal myoblasts, beta-gal FDG fluorescence, 48 h; Potency, µM (top dose mostly 38.3 µM), for the others: at the highest dose activation, usual class: activators; 350,000 tested, 0.064% active;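 note: potency is the fitted concentration of half-maximal effect; 100% = response of the positive control SU9516; nearly all actives have a fitted effect of over 60% in size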
#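 alpha7betagal+/- myoblasts (passage 13, 250/well) treated 48 h at 37C with compounds at 1:260 dilution of DMSO stock. Lysed, then beta-galactosidase activity read as FDG fluorescence (ex 480/em 540) after 30 min, with pre-read for autofluorescence.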
# Mito fusion yeast: mitochondrial division inhibition or fusion activation. AID 485298. 320,000 tested, 0.23% active. Potency, µM (series often up to 46.1 µM), without a hit: top-dose growth rescue (activation), hits mostly activators. S. cerevisiae fusion-defective mutant growth rescue, CellTiterGlo 48 h;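 note: potency is the fitted concentration of half-maximal effect; % of control where 0% means no effect; nearly all actives have a fitted effect of over 45% in size; temperature-sensitive fusion mutants such as fzo1-1 at 37 °C on non-fermentable ethanol glycerol medium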
#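 S. cerevisiae fusion-defective temperature-sensitive mutants (e.g. fzo1-1, mgm1-5) grown 48 h at 37C in YPEG (ethanol/glycerol non-fermentable) medium with 23 nl compound per well; growth rescue read as CellTiterGlo luminescence.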
# ASM inhibitor: blocks human secretory acid sphingomyelinase; P17405; placental ASM, HMU-PC fluorogenic substrate, 60 min; Potency, µM (titrated, usually from 57.5 µM), for the others: top-dose activity change, negative = inhibition, most hits filed as inhibitors; 340,000 tested, 0.006% active; AID 504937; note: potency is the fitted concentration of half-maximal effect
# Target sequence (P17405 47-631 limits assumed): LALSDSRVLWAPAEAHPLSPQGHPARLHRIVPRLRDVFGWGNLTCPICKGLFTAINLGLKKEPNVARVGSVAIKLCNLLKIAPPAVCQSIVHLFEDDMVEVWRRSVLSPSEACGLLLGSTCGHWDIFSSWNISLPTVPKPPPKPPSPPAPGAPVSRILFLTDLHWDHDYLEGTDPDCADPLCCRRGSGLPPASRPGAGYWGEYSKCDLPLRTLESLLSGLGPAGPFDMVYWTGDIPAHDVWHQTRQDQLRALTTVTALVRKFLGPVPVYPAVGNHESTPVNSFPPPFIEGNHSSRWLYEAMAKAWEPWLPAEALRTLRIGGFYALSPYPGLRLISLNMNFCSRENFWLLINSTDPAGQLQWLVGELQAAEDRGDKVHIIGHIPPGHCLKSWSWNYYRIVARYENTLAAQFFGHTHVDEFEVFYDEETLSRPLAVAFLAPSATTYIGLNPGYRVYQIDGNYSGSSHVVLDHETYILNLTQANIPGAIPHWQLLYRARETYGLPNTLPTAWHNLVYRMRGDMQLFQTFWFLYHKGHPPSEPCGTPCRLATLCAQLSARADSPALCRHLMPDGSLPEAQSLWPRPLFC
#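 HMU-PC0 cleavage (9 uM final) by human placental ASM, 60 min at 37 °C following 10 min compound exposure at RT; stopped at pH 10, fluorescence Ex 386/Em 447 nm.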
# A-T KAP1 phos: potential ataxia-telangiectasia treatment; Potency, µM (top dose mostly 57.5 µM), for inactives: at the highest dose activation, hits mostly activators; 320,000 tested, 0.19% active; […] A-T fibroblasts, KAP-1 phosphorylation AlphaLISA; neocarzinostatin DNA damage 30 min before lysis; AID 485349; note: potency is the fitted concentration of half-maximal effect; % of control where 0% means no effect; nearly all actives have a fitted effect of over 45% in size
#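 hTERT-immortalized A-T patient fibroblasts ([…]), 500 cells/well in OPTI-MEM, 1% FBS, got compounds for 60 min, then NCS for 30 min at 37C. Lysates were then assayed for phospho-KAP-1 by AlphaLISA (anti-pKAP1 donor, anti-KAP1 acceptor beads), 6 hr at 25C.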
# TSHR antag: human thyrotropin receptor antagonism; P16473; TSHR-expressing cells, TSH-stimulated cAMP HTRF, 2 h; stronger effect = lower value; activity change, negative = inhibition, % at 11.5 µM; 330,000 tested, 0.2% active; AID 504810;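 active = activity change below a set negative limit, meaning inhibition stronger than a set level, cut at about -70% in these data; inconclusive = activity change between two set negative limits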; note: % is set by controls: 0 for no effect and ±100 for the full control effect
#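 Freshly harvested TSHR cells receive pin-tooled compound, then EC80 TSH at 4nM final. After 2 hours at 37 deg C, antibody in lysis buffer and cAMP-d2 are added; 30 minutes at ambient temperature precede the HTRF read.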
# Eya2 inh: blocks the phosphatase activity of human Eya2; O00167; recombinant Eya2, OMFP fluorescence dephosphorylation (OMFP is methylfluorescein phosphate); Potency, µM (titrated, usually from 76.9 µM), for the others: at the highest dose activity, negative = inhibition, hits mostly inhibitors; 330,000 tested, 0.006% active; note: potency is the fitted concentration of half-maximal effect; % is set by controls: 0 for no effect and ±100 for the full control effect
#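 Eya2 (0.2 uM) preincubated 10 min at ambient with compound, then OMFP substrate added at 50 uM; 10 min reaction in 50 mM HEPES pH 7.5, 50 mM NaCl, 5 uM MgCl2, 0.05% BSA, 1 mM DTT. Fluorescence read at Ex 485/Em 525 nm.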
# Starred values were filed as active, the others as inactive; ? = inconclusive; . = not tested or not shown; [ ] = dose if it differs, or a comment. Unless noted, calls come from the whole dose curve; as a rule, active = well fitted curve in the direction sought with a large enough effect; inconclusive = small, poorly fitted or top-dose-only effect, or another doubt; inactive = no such curve, though single readings can be large; an effect the other way counts as inactive or inconclusive.
mol	Tb PFK inh	BCR signal inh	ELG1 DNA repair	TCR act	TSG101-PTAP inh	Integrin act MD	Mito fusion yeast	ASM inhibitor	A-T KAP1 phos	TSHR antag	Eya2 inh
COc1ccc([N+](=O)[O-])cc1NC(=O)CCC(=O)c1cccs1	-1%	?	9%	22%	0%	3%	9%	-1%	9%	-19	3%
CC(OC(=O)c1cccc(NS(C)(=O)=O)c1)C(=O)Nc1ccc2c(c1)OCO2 (centres undefined)	4%	-2%	?	-1%	0%	12%	3%	-1%	-2%	24	13%
CC(OC(=O)c1n[nH]c2ccccc12)C(=O)Nc1ccccc1[N+](=O)[O-] (centres undefined)	-16%	-8%	?	6%	1%	3%	22%	-9%	-4%	-16	22%
CCc1ccc(N2CN=c3s/c(=C\c4ccccc4)c(=O)n3C2)cc1	-4%	9%	11%	0%	-1%	4%	1%	-3%	4%	-12	-12%
Cc1cccc(N(C(=O)c2snc(C(N)=O)c2N)C(C(=O)NC2CCCC2)c2ccncc2)c1 (centres undefined)	-2%	?	-18%	2%	0%	21%	2%	319%[activator]	11%	11	14%
CCOC(=O)c1nnsc1-c1ccc(-c2snnc2C(=O)OCC)cc1	0%	?	-20%	-5%	0%	-4%	23%	1%	-10%	-5	-24%
COc1ccc(NC(=O)c2cc3c(CO)cnc(C)c3oc2=Nc2cc(OC)cc(OC)c2)cc1	0%	-6%	?	6%	-5%	12%	3%	-3%	25%	11	8%
COc1cc(OC)c(N(C)C(=O)c2cn(C)c(=O)c3cc(OC)c(OC)cc23)cc1Cl	-5%	-1%	?	1%	-11%	16%	-3%	0%	0%	5	0%
O=C(c1cccs1)N(c1ccc(Br)cc1)C1C=CS(=O)(=O)C1 (centres undefined)	-1%	9%	4%	-1%	-9%	35%	-3%	-1%	-3%	5	8%
CC(C)n1cc(/C=C2/SC(=O)N(CC(=O)N3CCCC3)C2=O)c2ccccc21	0%	-3%	1%	6%	-11%	19%	9%	-2%	9%	24	10%
COc1ccc(NC(=O)C2CCCCN2S(=O)(=O)c2ccc(F)cc2)cc1 (centres undefined)	0%	5%	?	-2%	-3%	-1%	0%	3%	14%	-6	-9%
COc1cc(/C=C(\C#N)c2nc3ccccc3[nH]2)ccc1Oc1ccc([N+](=O)[O-])cn1	1%	?	0%	-7%	-2%	3%	-1%	17%	-6%	-9	-5%
CC(=O)Nc1ccc(NC(=O)Cn2cnc3c(cnn3C(C)(C)C)c2=O)cc1	-8%	2%	?	2%	55%[activator]	-20%	-3%	-1%	1%	0	0%
O=C1C(Cc2ccccc2)Nc2ncnc(N3CCN(c4ccccc4)CC3)c2N1Cc1ccc(Cl)cc1 (centres undefined)	0%	18%	-3%	8%	0%	-35%	?	-6%	-11%	14	9%
O=C1c2ccccc2N2C(=O)c3ccccc3C2N1Cc1ccco1 (centres undefined)	-4%	5%	?	0%	-4%	16%	18%	-1%	5%	-11	12%
COc1ccc(NC(=O)CN(C)S(=O)(=O)c2ccc(Br)s2)cc1OC	-3%	-3%	-20%	-3%	-5%	19%	1%	-8%	2%	-11	2%
CCN(CC(=O)Nc1c(F)cccc1F)C(=O)CNC(=O)c1cccs1	0%	4%	13%	-2%	-3%	12%	16%	.	2%	16	24%
COc1ccc(NC(=O)Cn2c(=O)n(CC3CCCO3)c(=O)c3cc(OC)c(OC)cc32)c(OC)c1 (centres undefined)	3%	-29%	?	-4%	0%	10%	0%	0%	-1%	-2	3%
COc1ccc(N2CCN(CCNC(=O)Nc3cc(Cl)ccc3Cl)CC2)cc1	1%	-1%	?	-8%	0%	-30%	-31%	-4%	20%	-4	2%
CCCCSc1nnc2nc(C)cc(C)n12	1%	?	?	-2%	-1%	1%	2%	3%	1%	-7	13%
COC(=O)c1c(NC(=S)NNC(=O)c2ccc(Cl)s2)sc(C(=O)N(C)C)c1C	1%	8%	-1%	-11%	-7%	19%	1%	-3%	6%	1	5%
COCCSc1ccccc1C(=O)Nc1ccc(Cl)cc1	-1%	-1%	-21%	-10%	-3%	-12%	-1%	4%	2%	5	-2%
Cn1nnnc1SCC(=O)N(C1CCCCC1)C1CCS(=O)(=O)C1 (centres undefined)	1%	-2%	8%	-6%	-2%	-10%	-10%	-1%	-5%	13	-12%
COc1ccc(S(=O)(=O)N(C)C)cc1NC(=O)Cc1ccc(S(=O)(=O)N2CCOCC2)s1	15%	1%	-18%	2%	-1%	-13%	8%	5%	24%	5	1%
CCCC(C)NC(=O)COc1ccc(S(=O)(=O)N2CCCC2)cc1 (centres undefined)	-3%	-1%	-8%	4%	-1%	13%	-4%	4%	-4%	-3	10%
O=C(CSc1nnc2c(n1)[nH]c1ccccc12)NCc1ccccc1F	-1%	-16%	24%	-1%	1%	?	0%	-3%	3%	-6	7%
CC(Oc1ccc(Cl)cc1)C(=O)Nc1sccc1C(N)=O (centres undefined)	24%	17%	?	2%	-1%	-2%	3%	-1%	4%	-3	5%
COc1ccc(N2CCOCC2)c(NC(=O)COc2cccc(C)c2C)c1	0%	0%	3%	-36%	1%	-9%	1%	-3%	-24%	9	16%
CCCCCn1c(=O)[nH]c2cc(C(=O)NCCN(CC)CC)ccc2c1=O	1%	?	-2%	5%	-5%	-52%[inhibitor]	1%	264%[activator]	1%	7	5%
CNC(=S)NC1CC2CCC(C1)N2Cc1ccccc1 (centres undefined)	-1%	-19%	7%	0%	-5%	3%	-2%	1%	14%	5	-12%
O=C(CN1CCCCC1)Nc1cc(S(=O)(=O)N2CCOCC2)ccc1N1CCCC1	-2%	6%	22%	.	0%	27%	-8%	6%	-4%	-9	0%
Cc1n[nH]c(C)c1S(=O)(=O)N(CC(=O)NC1CCCC1)c1ccc(C(C)C)cc1	3%	-11%	?	-6%	-5%	16%	4%	1%	8%	7	-13%
COc1ccc(C2NC(=O)NC(C)=C2[N+](=O)[O-])cc1 (centres undefined)	2%	-14%	4%	-8%	-5%	-22%	3%	4%	3%	1	2%
O=C1Nc2ccccc2C(O)(C(=O)NCc2ccco2)N1c1ccc(Cl)cc1 (centres undefined)	4%	?	-4%	.	-8%	4%	1%	0%	-4%	-6	-1%
O=C(COCC(=O)Nc1cccc(C(F)(F)F)c1)Nc1cccc(C(F)(F)F)c1	-2%	8%	-1%	1%	-2%	-53%[inhibitor]	7%	?	-1%	10	-14%
COc1ccccc1CNS(=O)(=O)c1c(C(=O)N2CCCC2)c(C)n(C)c1C	-8%	-9%	16%	-1%	0%	11%	-7%	3%	1%	9	-2%
O=C(Cn1c(NCCO)nc2ccccc21)c1ccc(F)cc1	-7%	0%	-17%	.	-4%	?	-1%	-1%	-1%	3	-17%
Cc1sc2nc(C3CC3)nc(N3CCN(C(=O)c4ccc(F)cc4)CC3)c2c1C	3%	?	?	-5%	3%	-15%	-4%	-20%	0%	-16	-18%
O=C(Nc1ccccc1[N+](=O)[O-])c1cccc(N2C(=O)CCC2=O)c1	-15%	-12%	19%	14%	-2%	11%	-2%	-4%	4%	56	21%
CCS(=O)(=O)C1=NSC2=NC(=O)/C(=C\c3ccc(OS(=O)(=O)c4ccccc4)cc3)C(=N)N21	0%	0%	10%	9%	-3%	4%	5%	-5%	-7%	-7	?

# Part of the list above, set out differently:
CCCCSc1nnc2nc(C)cc(C)n12
  Tb PFK inh: 1% | BCR signal inh: ? | ELG1 DNA repair: ? | TCR act: -2% | TSG101-PTAP inh: -1% | Integrin act MD: 1% | Mito fusion yeast: 2% | ASM inhibitor: 3% | A-T KAP1 phos: 1% | TSHR antag: -7 | Eya2 inh: 13%

COC(=O)c1c(NC(=S)NNC(=O)c2ccc(Cl)s2)sc(C(=O)N(C)C)c1C
  Tb PFK inh: 1% | BCR signal inh: 8% | ELG1 DNA repair: -1% | TCR act: -11% | TSG101-PTAP inh: -7% | Integrin act MD: 19% | Mito fusion yeast: 1% | ASM inhibitor: -3% | A-T KAP1 phos: 6% | TSHR antag: 1 | Eya2 inh: 5%

# Screens deposited in PubChem BioAssay by National Center for Advancing Translational Sciences (NCATS).
